PTPN22 inh 2: blocks human PTPN22 phosphatase activity | Q9Y2R2 | recombinant LYP catalytic domain, DiFMUP fluorescence | inhibition, % at 2 µM | 96,000 compounds, 0.21% hits | AID 640;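 active = inhibition at 2 µM at or above a set limit, the screen mean plus 3 SD, cut at about 24% in these data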;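 also: 0% = DMSO with enzyme and 100% = enzyme fully blocked by orthovanadate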
TNFa cytotox: toxic to HUVEC cells under TNF alpha stimulation | HUVEC TNFalpha-stimulated, Hoechst cell count, imaging | cell count reduction, % at 2 µM | 93,000 compounds, 0.17% hits | AID 848;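 active = cell count reduction exceeding the screen mean by over 5 SD, scaled to untreated wells per plate, cut at about 78% in these data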;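 also: cells counted after 24 h of TNF alpha exposure following the 1 h pretreatment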
LYP act: increases human PTPN22 phosphatase activity; recombinant LYP, DiFMUP fluorescence; 0 = plate median, 100 = signal doubled; activation, % at 2 µM; 96,000 compounds, 0.11% hits;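 active = activation at 2 µM above a set limit, the mean plus 5 SD, cut at about 37% in these data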
VCAM1 TNFa inh: reduces TNF alpha induced VCAM1 expression in HUVEC; inhibition, % at 2 µM; HUVEC TNFa-induced VCAM-1 immunofluorescence, high-content imaging; AID 802; 95,000 compounds, 0.48% hits;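 active = inhibition above the batch mean plus 3 SD, with images confirmed as a hit by eye, cut at about 37% in these data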;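 also: 0% = TNF-stimulated DMSO wells and 100% = unstimulated control wells; not every result past the cut was called active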
HUVEC tox IL1B: HUVEC cytotoxicity counter-screen, IL-1B stimulated. cell count reduction, % at 2 µM. HUVEC cell count loss, Hoechst imaging. 94,000 compounds, 0.41% hits;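 active = cell count reduction more than 3 SD above the screen-wide mean, cut at about 70% in these data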;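 also: normalized per plate to untreated control cells as the no-loss baseline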
F-actin modifier: modifiers of cytoskeleton assembly. HUVEC TNFa F-actin phalloidin imaging, high content. inhibition, % at 2 µM. 91,000 compounds, 0.18% hits;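 active = inhibition above the batch mean plus 3 SD and confirmed as a hit by visual image inspection, cut at about 30% in these data, passing the limit was not always enough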; also: strong numbers were not always called active
PTK2B oligo ant: Pyk2 (human) oligomerization antagonism; Q14289; Q293 cells, Pyk2 FERM NanoBiT luminescence; stronger effect = lower value; z-score (the deposit names both 25 µM and 10 µM); 99,000 compounds, 0.83% hits; AID 1347419;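 active = Z-score of -3 or lower, scaled per plate to the spread of control and sample wells; inactive = z-score above -3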;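 also: negative z-score means lost luminescence so less FERM oligomerization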
ERa SRC1 inh: blocks coactivator binding to human estrogen receptor alpha; P03372; TR-FRET ER-alpha LBD / SRC-1 peptide, estradiol-bound; inhibition, % at 25.6 µM; 86,000 compounds, 1.7% hits; AID 629; in the data active = inhibition above about 50%;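 also: 0% = receptor plus peptide control and 100% = peptide only without receptor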
Target sequence (P03372 whole entry, looked up, the tested form may be a part): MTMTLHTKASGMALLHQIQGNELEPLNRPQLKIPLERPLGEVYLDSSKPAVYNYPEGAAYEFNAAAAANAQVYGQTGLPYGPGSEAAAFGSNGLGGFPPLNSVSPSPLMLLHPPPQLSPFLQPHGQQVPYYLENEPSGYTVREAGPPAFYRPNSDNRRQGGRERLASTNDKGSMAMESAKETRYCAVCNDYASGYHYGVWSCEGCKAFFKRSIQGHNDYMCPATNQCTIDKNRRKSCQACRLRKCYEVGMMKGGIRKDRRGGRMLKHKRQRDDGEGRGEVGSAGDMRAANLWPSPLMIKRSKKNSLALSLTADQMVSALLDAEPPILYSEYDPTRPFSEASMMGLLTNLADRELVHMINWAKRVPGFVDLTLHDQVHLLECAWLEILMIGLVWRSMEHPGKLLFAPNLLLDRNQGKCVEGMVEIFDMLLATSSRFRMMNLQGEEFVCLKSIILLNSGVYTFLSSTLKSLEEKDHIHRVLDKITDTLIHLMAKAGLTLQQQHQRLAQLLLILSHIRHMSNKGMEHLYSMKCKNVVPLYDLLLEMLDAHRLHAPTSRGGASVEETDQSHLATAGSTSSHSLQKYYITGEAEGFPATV
FAK blocker: FAK (human) kinase inhibition | Q05397 | biochemical FAK kinase activity assay | inhibition, %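 (tested at 7 µM)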 | 97,000 compounds, 0.84% hits | AID 727; in the data active = inhibition above about 19%;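 also: 0% = DMSO and 100% = reference compound high control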
Starred values were filed as active, the others as inactive; nt = no result given; [ ] = remark or other dose. Rows were taken by chance; any-hit rate near 3.8%.

Each structure is followed by: PTPN22 inh 2	TNFa cytotox	LYP act	VCAM1 TNFa inh	HUVEC tox IL1B	F-actin modifier	PTK2B oligo ant	ERa SRC1 inh	FAK blocker
C=CCn1c(C(C)NC(=O)C(C)(C)C)nc2ccccc21 (configuration not stated)
→ 7	-11	-4	-16	14	7	-0.08	3	-3
c1cc2nnnn2nc1N1CCCCC1
→ 6	-23	-8	2	-7	22	0.75	-5	2
CCOc1ccc(C(=O)NC2CCN(C(=S)NCc3ccco3)CC2)cc1
→ 0	-9	2	6	26	-12	0.28	nt	9
C=CCn1c(SCc2csc(C)n2)nc2sc3c(c2c1=O)CCCC3
→ 4	37	-7	26	-12	-6	-0.64	72*[fluorescence artefact?]	1
CC(=O)NCCc1ccc(S(=O)(=O)N(C)C2CCS(=O)(=O)C2)cc1 (configuration not stated)
→ 0	6	-3	14	-12	-10	0.68	-5	-1
COCCN=C1Sc2nc3ccc(C)cc3cc2CN1Cc1ccco1
→ -1	-5	-2	-5	3	-10	1.7	nt	0
Cc1ccc(S(=O)(=O)/N=C(\CN2CCOCC2)N2CCCC2)cc1
→ -14	-17	11	-4	-6	8	0.28	-6	-9
Cc1cc(C=C2C(=O)c3ccccc3C2=O)c(C)n1-c1ccc(Cl)cc1
→ 5	-9	-7	11	-9	-17	-0.55	nt	2
CCCn1c(N2CCN(C)CC2)nc2c1c(=O)[nH]c(=O)n2C
→ 4	16	-4	-9	33	-20	-0.11	-6[fluorescence artefact?]	-1
CCC(C)C(NC(=O)C1CCC(C)CC1)C(=O)NC(C(=O)OC)C(C)C (configuration not stated)
→ -7	-11	4	10	-37	8	0.96	9[fluorescence artefact?]	1
Cc1ccc(-c2noc(-c3ccccc3Br)n2)cc1
→ 3	38	-3	8	-15	13	-0.99	-14	0
COc1ccc(CNC(=O)C/C(C)=N/NC(=O)C(c2ccccc2)c2ccccc2)cc1
→ 1	-4	1	9	-61	-5	-0.2	nt	-5
Cc1ccc(-c2cc(C(=O)NCc3cccs3)no2)cc1
→ -9	-4	7	19	-8	-1	0.08	16	0
COc1cccc(NC(=O)CSc2ncnc3c2cnn3Cc2ccccc2)c1
→ 10	-17	-8	14	16	-20	-0.07	1[fluorescence artefact?]	5
O=C1c2ccccc2NC(c2ccco2)N1O (configuration not stated)
→ -12	-5	8	1	-6	8	-0.92	1	-2

(cont.)
Each structure is followed by: PTPN22 inh 2	TNFa cytotox	LYP act	VCAM1 TNFa inh	HUVEC tox IL1B	F-actin modifier	PTK2B oligo ant	ERa SRC1 inh	FAK blocker
O=C(Nc1nccs1)c1sc2cc(Cl)ccc2c1Cl
→ 8	11	-5	7	-51	-26	-0.43	nt	-4
O=C1c2ccccc2C(O)(Cc2ccccc2)N1Cc1ccco1 (configuration not stated)
→ -3	5	7	-15	30	28	-0.82	-6	6
O=C(Nc1ccc(-c2nnc(-c3ccccc3)o2)cc1)c1ccc(Br)o1
→ -15	-47	14	-17	-28	-4	0.72	16	5
Cn1ncc(Cl)c1C(=O)Nc1ccc(Cl)cn1
→ 4	7	-4	-4	-37	-19	0.88	-4	0
N#C/C(C(=O)c1ccccc1)=C1/SC=C(N)N1c1ccccc1
→ -2	-9	-3	-10	-30	1	nt	22[fluorescence artefact?]	4
CCc1nnc(NC(=O)c2cccc(S(=O)(=O)N3CC(c4ccccc4)CC3=O)c2)s1 (configuration not stated)
→ -3	-2	0	21	8	1	nt	1	1
CCn1cc(Br)c(C(=O)NN)n1
→ 3	-20	-6	-6	2	-10	1.4	nt	-2
COc1ccc(CCNc2oc(-c3ccco3)nc2C#N)cc1
→ 9	20	-5	4	-2	13	-0.6	-10	10
O=C(CN1CCC(n2nnc3cc(F)ccc32)CC1)N1CCCc2ccccc21
→ 1	-33	-3	-2	-48	7	1.6	-5	-4
Cc1cc(C(=O)Nc2ccc(C(=O)O)cc2)c(-c2ccccc2)o1
→ -6	17	5	19	-2	-25	-0.2	-10[fluorescence artefact?]	-4
O=S(=O)(c1ccc(OCC(O)CN2CCN(c3ccccc3)CC2)cc1)N1CCOCC1 (configuration not stated)
→ -4	-12	1	-4	-23	6	0.8	-1	0
O=C1C2C3C=CC(C3)C2C(=O)N1/N=C/c1cc(Br)cc([N+](=O)[O-])c1O (configuration not stated)
→ 10	-19	-6	10	-13	34	-0.92	nt	-2
O=C(CSc1nc2ccccc2c(=O)n1NC(=O)Cc1ccccc1)NCCc1ccccc1
→ -4	-12	7	0	17	-14	-0.61	17[fluorescence artefact?]	-5
O=c1cc[nH]c2cccc(Cc3ccccc3)c12
→ 1	-52	0	6	-29	4	-0.27	0	4
O=C(CSc1nnnn1C1CCCC1)Nc1ccc2c(c1)OCCO2
→ -7	-28	4	-22	-2	-7	0.03	-3	2

The list goes on:
Each structure is followed by: PTPN22 inh 2	TNFa cytotox	LYP act	VCAM1 TNFa inh	HUVEC tox IL1B	F-actin modifier	PTK2B oligo ant	ERa SRC1 inh	FAK blocker
O=C(CSc1nnc2ccccn12)NCCN1C(=O)CSC1=O
→ 1	-8	3	12	0	14	0.43	5	-1
CCOC(=O)c1cc(C(O)(C(F)(F)F)C(F)(F)F)c(/N=C/N(C)C)o1
→ 1	-8	-4	3	-14	nt	-1.6	-20[fluorescence artefact?]	7
COC(=O)c1ccc(CSc2nc3c(cnn3-c3ccc(C)c(C)c3)c(=O)[nH]2)o1
→ 3	-3	1	5	-21	-17	-1.5	80*	1
N/C(Cc1ccc([N+](=O)[O-])cc1)=N\OC(=O)C(c1ccccc1)c1ccccc1
→ 3	-7	1	5	-43	24	0.28	nt	4
CNS(=O)(=O)c1cccc(C(=O)OCc2cc(Cl)cc3c2OCOC3)c1
→ -2	1	3	2	3	2	-0.45	0	0
CCN(CC(=O)Nc1c(C(=O)OC)[nH]c2ccccc12)c1ccc2c(c1)OCO2
→ -3	2	1	-9	-32	10	0.32	11	1
CCOC(=O)C1Cn2c(nc3c(c2=O)C2(CCCC2)Cc2ccccc2-3)S1 (configuration not stated)
→ 10	22	-12	12	-12	12	-1.5	19	-1
COc1ccc(CC(=O)N2CCOCC2)cc1OC
→ -15	-9	13	5	-18	-23	0.46	-1	2
COc1ccc(NC(=O)CSc2nc3ccccc3c(=O)n2CCCN2CCCCC2)c(OC)c1
→ -1	-2	-1	-14	-20	-6	0.56	5	0
CCn1c(SCC(=O)NCc2ccco2)nnc1-c1ccc(N)cc1
→ -11	-37	10	15	2	-13	0.07	nt	-7
O=C1CC(c2ccco2)CC(O)=C1C=NCC1CCNCC1 (configuration not stated)
→ -2	nt	3	nt	nt	nt	0.67	0	1
COc1cnn(-c2ccccc2)c(=O)c1SCc1ccc(Cl)c(Cl)c1
→ 18	-19	-13	6	nt	16	-1.6	nt	3
COc1ccc(NC(=O)c2ccc3snnc3c2)cc1
→ -1	-12	2	7	6	1	0.02	-78[fluorescence artefact?]	-1
O=C(c1ccc(-c2cccc(C(F)(F)F)c2)o1)N1CCOCC1
→ 10	-25	-10	-6	15	2	0.85	-3	0
O=C(O)c1sccc1SCc1ccc(Cl)cc1Cl
→ 5	-13	-2	-1	-32	-29	1.5	nt	-9

Other structures follow:
Each structure is followed by: PTPN22 inh 2	TNFa cytotox	LYP act	VCAM1 TNFa inh	HUVEC tox IL1B	F-actin modifier	PTK2B oligo ant	ERa SRC1 inh	FAK blocker
Cn1c(=O)oc2cc(S(=O)(=O)N3CCC(C(=O)N4CCc5ccccc5C4)CC3)ccc21
→ -3	-12	2	7	3	-11	nt	7	-1
CCCn1c(C)cc(/C=C(\C#N)C(=O)OCC(=O)NC(=O)NC(C)(C)C)c1C
→ -4	-15	5	0	-8	11	0.02	2	1
Cc1cc(C)c(NC(=O)Cn2nnc(C(=O)NCc3cccs3)c2N)c(C)c1
→ 6	14	-8	6	3	-17	-0.37	nt	1
CN(CCOc1ccc(-c2ccn(S(=O)(=O)c3cccc4ccccc34)n2)cc1)c1ccccn1
→ 10	-11	-7	4	-30	20	0.84	nt	-5
CC(=O)c1c(C(C)=O)c(C)n(-c2nc(-c3cccs3)c(C)s2)c1C
→ 2	12	2	8	-17	0	0.62	-9	1
COCc1nc2ccccc2n1CCCOc1ccccc1
→ -24	-15	18	-62	-49	9	0.44	1	2
COC(=O)c1cccc(C(=O)Nc2ccc(F)cc2)n1
→ 3	9	-1	15	7	3	-0.47	0	8
NC(=O)C(c1ccccc1)C1CCCCC1 (configuration not stated)
→ 6	-14	-8	-2	-21	-20	0.01	-8	0
Cc1ccc(S(=O)(=O)Nc2cc(NC(=O)CN3CCOCC3)ccc2Cl)cc1
→ -3	-1	2	8	12	9	0.63	-22	1
CCSc1nnc(Cc2cc(=O)[nH]c(=O)[nH]2)n1-c1cc(C)ccc1C
→ 0	-14	0	7	-7	9	-0.97	2	2

Arranged by heavy-atom count (falling): some entries from above.
Each structure is followed by: PTPN22 inh 2	TNFa cytotox	LYP act	VCAM1 TNFa inh	HUVEC tox IL1B	F-actin modifier	PTK2B oligo ant	ERa SRC1 inh	FAK blocker
COc1ccc(NC(=O)CSc2nc3ccccc3c(=O)n2CCCN2CCCCC2)c(OC)c1
→ -1	-2	-1	-14	-20	-6	0.56	5	0
Cn1c(=O)oc2cc(S(=O)(=O)N3CCC(C(=O)N4CCc5ccccc5C4)CC3)ccc21
→ -3	-12	2	7	3	-11	nt	7	-1
CCCn1c(C)cc(/C=C(\C#N)C(=O)OCC(=O)NC(=O)NC(C)(C)C)c1C
→ -4	-15	5	0	-8	11	0.02	2	1
Cc1cc(C=C2C(=O)c3ccccc3C2=O)c(C)n1-c1ccc(Cl)cc1
→ 5	-9	-7	11	-9	-17	-0.55	nt	2
CCn1c(SCC(=O)NCc2ccco2)nnc1-c1ccc(N)cc1
→ -11	-37	10	15	2	-13	0.07	nt	-7
CC(=O)NCCc1ccc(S(=O)(=O)N(C)C2CCS(=O)(=O)C2)cc1 (configuration not stated)
→ 0	6	-3	14	-12	-10	0.68	-5	-1
N#C/C(C(=O)c1ccccc1)=C1/SC=C(N)N1c1ccccc1
→ -2	-9	-3	-10	-30	1	nt	22[fluorescence artefact?]	4
CCCn1c(N2CCN(C)CC2)nc2c1c(=O)[nH]c(=O)n2C
→ 4	16	-4	-9	33	-20	-0.11	-6[fluorescence artefact?]	-1
O=C(Nc1nccs1)c1sc2cc(Cl)ccc2c1Cl
→ 8	11	-5	7	-51	-26	-0.43	nt	-4
O=c1cc[nH]c2cccc(Cc3ccccc3)c12
→ 1	-52	0	6	-29	4	-0.27	0	4
CCn1cc(Br)c(C(=O)NN)n1
→ 3	-20	-6	-6	2	-10	1.4	nt	-2

Source: PubChem BioAssay (several laboratories)
